# From PubChem
# CSN inh – inhibitors of CSN-mediated cullin deneddylation, primary screen, biochemical, fluorescence polarization, uHTS. COP9 signalosome complex subunit 5 (Homo sapiens), Q92905. Purified CSN, SCF-Nedd8-OG deneddylation. inhibition, % at 12.5 µM. 360,000 tested, 0.38% active;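 active = pattern-corrected inhibition above about 35%, with an unprinted fluorescence ratio check between 0.5 and 1.5, limit read from the data, passing the limit was not always enough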;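 note: 0% = enzyme with substrate and 100% = substrate without enzyme; some results filed as inactive read as strong as hits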
#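 Assay system: purified human Csn5 enzyme expressed in HEK293T cells; Input: 0.24 nM Csn5 enzyme, final concentration; Reagent: 10 nM SCFSkp2-Nedd8OG; Compound dosing: 12.5 µM single point; Times: reaction 90 min, room temperature; Technique: fluorescence polarization readout.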
# STEP inh – STEP phosphatase inhibitors, primary screen, biochemical, fluorescence intensity, uHTS; AID 588621, 2011; Tyrosine-protein phosphatase non-receptor type 5 (Homo sapiens), P54829; 360,000 tested, 0.25% active; inhibition, % at 20 µM; recombinant STEP, OMFP fluorogenic substrate;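 active = inhibition at 20 µM, scaled per plate between control wells, above about 37%, limit read from the data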;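 note: 0% = DMSO with enzyme and substrate and 100% = substrate only without enzyme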
# Target sequence (P54829 whole entry, looked up): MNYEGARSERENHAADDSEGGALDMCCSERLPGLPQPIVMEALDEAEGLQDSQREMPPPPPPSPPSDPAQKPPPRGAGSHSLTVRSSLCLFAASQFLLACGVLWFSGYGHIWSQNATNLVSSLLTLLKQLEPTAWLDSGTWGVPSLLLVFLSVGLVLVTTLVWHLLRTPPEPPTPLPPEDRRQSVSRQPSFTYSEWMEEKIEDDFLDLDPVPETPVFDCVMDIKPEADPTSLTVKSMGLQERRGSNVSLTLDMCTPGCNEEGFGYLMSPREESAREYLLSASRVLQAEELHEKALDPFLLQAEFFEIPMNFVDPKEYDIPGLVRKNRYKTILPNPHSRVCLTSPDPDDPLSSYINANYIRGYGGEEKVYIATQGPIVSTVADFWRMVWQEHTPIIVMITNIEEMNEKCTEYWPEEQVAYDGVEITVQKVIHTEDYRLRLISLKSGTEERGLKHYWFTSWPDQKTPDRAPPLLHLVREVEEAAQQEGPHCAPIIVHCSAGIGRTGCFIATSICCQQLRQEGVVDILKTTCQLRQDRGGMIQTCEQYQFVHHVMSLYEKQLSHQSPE
#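 System: STEP phosphatase, cell-free reaction; Buffer or medium: Bis-Tris pH 6.0 buffer with DTT, detergent; Incubation: 20 min at room temperature, dark; Measured by: fluorescence, 480/540 nm.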
# NadD block – inhibitors of S. aureus NadD, primary screen, biochemical, colorimetric, uHTS. 360,000 tested, 0.78% active. AID 602399, 2012. inhibition, % at 20 µM. purified NadD enzyme, colorimetric absorbance read-out. Nicotinate-nucleotide adenylyltransferase NadD (Staphylococcus aureus N315); in the data active = inhibition above about 26%; note: some compounds past the cut are filed as inactive
# MsrA inh – bovine MsrA enzyme inhibitors, primary screen, biochemical, absorbance, HTS; inhibition, % at 15.5 µM; purified bovine MsrA, absorbance read-out; 360,000 tested, 0.75% active; AID 651718, 2012; in the data active = inhibition above about 4.5%;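 note: 0% = vehicle wells with enzyme and 100% = reference inhibitor wells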
# Rpn11 inh – Rpn11 (PSMD14) deubiquitinase inhibitors, primary screen, biochemical, fluorescence polarization, uHTS | human 26S proteasome, Ub4-pepOG fluorescence polarization; 20S core pre-blocked with epoxomicin | calls only at 20 µM | 360,000 tested, 0.59% active | AID 588493, 2011;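 active = inhibition at 20 µM, scaled to each plate's controls, above about 33%, limit read from the data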
# TbMetRS inhib – T. brucei MetRS inhibitors, primary screen, biochemical, luminescence. purified T. brucei MetRS, ATP depletion, Kinase-Glo luminescence. inhibition, % at 11.9 µM. AID 624268, 2012. 360,000 tested, 0.4% active. methionyl-tRNA synthetase (Trypanosoma brucei brucei);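 active = inhibition above a per-plate cutoff of the control wells' mean inhibition plus 3 SD, cut at about 5.5% in these data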;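 note: 0% = DMSO wells median and 100% = median of wells with control inhibitor compound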
#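 System: purified T. brucei MetRS enzyme / Detection: Kinase-Glo luciferase luminescence reporting remaining unconsumed ATP / Medium: HEPES buffer with MgCl2, KCl, DTT, spermine, BSA, pyrophosphatase / Replication: singlicate, one well per compound / Evaluation: percent inhibition relative to median high and low control wells / Schedule: 2 h aminoacylation at 25 °C after 15 min preincubation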
# LMPTP inh – LMPTP phosphatase inhibitors, primary screen, biochemical, fluorescence intensity, uHTS. Low molecular weight phosphotyrosine protein phosphatase (Homo sapiens), P24666. recombinant LMPTP-A, OMFP fluorogenic substrate. inhibition, % at 20 µM. 360,000 tested, 0.22% active;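 active = compounds that cut the enzyme signal by at least half of the control window in the single-dose screen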;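 note: plate controls were DMSO wells with enzyme plus substrate for no effect and substrate without enzyme for full effect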
# Target sequence (P24666 whole entry, looked up): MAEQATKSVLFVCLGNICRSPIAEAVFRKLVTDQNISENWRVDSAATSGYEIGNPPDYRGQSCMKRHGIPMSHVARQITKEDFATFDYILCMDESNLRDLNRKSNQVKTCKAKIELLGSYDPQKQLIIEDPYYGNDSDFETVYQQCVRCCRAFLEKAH
#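 Buffer or medium: Bis-Tris pH 6.0, DTT, detergent; Assay system: LMPTP-A enzyme; Quantity: 0.625 nM enzyme; Detection: endpoint fluorescence intensity; Times: 50 min dark incubation at room temperature; Controls: substrate-only low control, DMSO enzyme-plus-substrate high control; Doses: single 20 µM dose; Read-out: percent inhibition versus substrate-only and uninhibited controls; Reagent: 400 µM OMFP.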
# Scp1 inh – Scp-1 phosphatase inhibitors, primary screen, biochemical, colorimetric, uHTS; inhibition, % at 20 µM; Carboxy-terminal domain RNA polymerase II polypeptide A small phosphatase 1 (Homo …; 340,000 tested, 0.88% active; Recombinant Scp1, phosphopeptide, malachite green phosphate absorbance;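 active = inhibition above about 50% at 20 µM, limit read from the data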;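 note: plate controls were DMSO wells with enzyme for no effect and wells lacking enzyme for full effect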
# Target sequence (Q9GZU7 76-261 limits assumed): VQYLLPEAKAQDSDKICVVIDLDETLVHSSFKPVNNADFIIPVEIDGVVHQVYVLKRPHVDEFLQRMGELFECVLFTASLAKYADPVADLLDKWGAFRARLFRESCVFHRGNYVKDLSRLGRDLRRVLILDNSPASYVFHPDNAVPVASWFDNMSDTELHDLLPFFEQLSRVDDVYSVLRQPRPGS
#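 Test system: SCP-1 phosphatase catalytic domain, residues 76-261 | Compound dosing: One concentration, 20 µM, with 1.0% DMSO | Schedule: 45 min room-temperature reaction, 5 min colour, 30 min stabiliser | Detection: Absorbance at 630 nm | Read-out basis: % inhibition of SCP-1 phosphate liberation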
# DNMT1 block – human DNMT1 methyltransferase inhibitors, primary screen, biochemical, molecular beacon, fluorescence, HinP1I cleavage, uHTS. DNA (cytosine-5)-methyltransferase 1 (Homo sapiens), P26358. inhibition (reported as % activation of signal), % at 10 µM. 360,000 tested, 0.83% active. AID 588458, 2011; in the data active = inhibition above about 50%
# SUMO1-SIM PPI – modulators of SUMO1 protein-protein interactions, primary screen, biochemical, uHTS | Small ubiquitin-related modifier 1 (Homo sapiens), P63165 | SUMO1 binding to a labelled peptide, TR-FRET, 1 h | inhibition, % at 20 µM | 360,000 tested, 0.33% active | AID 602429, 2012; in the data active = inhibition above about 37%
# Target sequence (P63165 whole entry, looked up): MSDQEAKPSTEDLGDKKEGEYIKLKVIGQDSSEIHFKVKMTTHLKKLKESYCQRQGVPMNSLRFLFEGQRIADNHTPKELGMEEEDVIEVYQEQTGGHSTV
# The depositor's hits bear a star; i = inactive; . = not tested or not shown.
SMILES,CSN inh,STEP inh,NadD block,MsrA inh,Rpn11 inh,TbMetRS inhib,LMPTP inh,Scp1 inh,DNMT1 block,SUMO1-SIM PPI
Cc1ccc(S(=O)(=O)N2CCOc3ccccc32)c(C)c1NS(C)(=O)=O,2,0,-2,0.5,i,-1.1,2.0,-7,-1,-2
COCCOc1cc(NC(=O)CS(=O)(=O)CC(=O)N(C)C)c(Cl)cc1Cl,-7,-2,-6,0.3,i,0.4,-0.3,9,-1,2
O=C(COC(=O)CN1C(=O)C(=O)c2ccccc21)OCN1C(=O)c2ccccc2C1=O,2,1,-9,-1.6,i,0.6,-1.0,-8,1,-1
Cc1ccc(C2=NOC3(CC(=O)N(c4ccccc4)C3=O)C2)cc1 (centres undefined),-2,3,-3,-0.7,i,2.5,-1.5,-19,4,6
O=C(OCC(=O)N1CCN(C(=O)c2ccco2)CC1)c1cccc(S(=O)(=O)N2CCc3ccccc32)c1,3,3,11,-1.1,i,0.1,1.1,1,0,2
CCCn1c(=O)[nH]c(=O)c2c1nc(-c1cc([N+](=O)[O-])ccc1Cl)n2CCOC,1,1,1,1.3,i,-0.2,-1.7,-5,0,-14
CC(C)(C)Cc1c(-c2ccc(F)cc2)nc2ccc(Br)cn12,-2,-1,-2,0.8,i,0.5,1.1,.,23,0
CCOc1ccccc1NS(=O)(=O)c1ccc(Br)s1,-3,2,-5,-0.8,i,-0.5,1.3,-8,-1,4
Cc1ccc(-c2ccnc3nc(Sc4ncc(C(F)(F)F)cc4Cl)nn23)cc1,4,1,-8,0.9,i,-0.4,4.5,-5,-4,-6
COc1ccc(CCN(C)C(=O)CN2C(=O)NC3(CCCCCC3)C2=O)cc1OC,-5,-2,-3,1.4,i,0.2,-0.6,-2,3,-3
Nc1nnc(CC(=O)N/N=C/c2ccc(-c3ccccc3)o2)s1,4,2,-2,6.6*,i,8.1*,0.4,-2,-7,-12
O=C(COC(=O)c1nn(-c2ccccc2C(F)(F)F)cc1O)c1ccc(OC(F)F)cc1,-2,0,-2,0.3,i,-0.3,-0.6,-13,9,0
O=C(Nc1ccc(Cl)cc1)N1CCN(Cc2ccc3c(c2)OCO3)CC1,-1,-1,-5,0.5,i,0.9,3.8,-5,2,28
CCCNC(=O)NC(=O)COC(=O)CC(NC(N)=O)c1ccc(Cl)cc1 (centres undefined),2,-3,5,1.0,i,-0.4,-1.2,6,-1,2
CC1(C)OC(=O)C(=CNc2ccccc2F)C(=O)O1,0,-3,-2,1.7,i,-0.1,-1.1,-11,4,1
CC1(C)Cc2c(sc(NC(=O)c3ccc(C(=O)c4ccccc4)cc3)c2C#N)C(C)(C)N1,-4,0,-8,0.9,i,-0.7,1.1,14,-2,6
CC(NS(=O)(=O)c1ccc2c(c1)CC(C)N2C(=O)C1CC1)c1ccccc1 (centres undefined),5,-1,-3,-0.5,i,-0.6,-0.3,-10,4,1
CC(=O)N(Cc1ccc(F)cc1)C1=C(NCCc2ccccc2)C(=O)c2ccccc2C1=O,0,4,-4,0.7,i,-1.5,4.8,-12,-13,-28
COc1ccc(-c2cn3c(C)c(C(=O)N4CCN(c5ccc(F)cc5)CC4)sc3n2)cc1,2,-3,4,-0.1,i,-0.1,-0.3,-5,5,6
O=C(CN1CCN(S(=O)(=O)c2ccccc2)CC1)Nc1ccc2c(c1)CCC2,-4,1,-1,-0.6,i,0.3,-0.5,-4,-8,-4
O=C(CN1CCOCC1)Nc1scc(-c2ccccc2)c1C(=O)N1CCOCC1,-1,2,4,-0.1,i,-0.2,-0.3,0,-2,5
COc1ccc(-c2nn(-c3ccccc3)cc2/C=N/NC(=O)c2cccc(S(=O)(=O)Nc3ccccc3Cl)c2)cc1,1,-6,42*,4.5,i,0.1,4.5,-11,-15,15
O=C(Cn1nnc(-c2ccc(Cl)cc2)n1)NC(=O)NC1CCCC1,-3,0,2,-0.7,i,-0.1,-1.2,.,0,-1
CC(=O)Nc1c(C(=O)NCc2ccccc2)nnn1Cc1ccccc1,0,4,2,-0.1,i,-0.6,0.2,4,1,-4
Cc1c(C(=O)OC2CCC(C)CC2)[nH]c2c1C(=O)CCC2 (centres undefined),5,1,-6,0.4,i,0.1,1.5,-12,1,8
Cc1c(NC(=O)COC(=O)CSc2ccc(C(N)=O)cc2[N+](=O)[O-])c(=O)n(-c2ccccc2)n1C,1,-1,-6,-0.3,i,-0.2,-1.5,0,1,-36
CCCCCOC(=O)C1=C(C)NC(=O)NC1c1ccc(OC)cc1 (centres undefined),-2,0,-1,-0.2,i,-0.2,1.3,-10,-6,3
C[C@H](O)[C@@H]1C(=O)N2CCc3c([nH]c4ccccc34)[C@@H]2C[C@@H]1N(C)C(=O)Nc1ccc(F)cc1,-3,1,-2,2.0,i,2.0,0.6,.,0,-1
Cc1cccc(C)c1NC(=O)CN1CCN(C/C=C/c2ccccc2)CC1,2,-4,-6,-0.3,i,-0.9,-2.3,.,-3,1
O=C(Nc1ccccc1N1CCCCC1)C1CC(=O)N(c2ccccc2F)C1 (centres undefined),-5,0,-4,0.8,i,-0.4,0.1,-5,-6,-1
COc1cc2nc(CN3CCN(S(=O)(=O)c4cc(C)ccc4C)CC3)[nH]c(=O)c2cc1OC,1,-3,4,-0.8,i,-0.2,0.3,-7,92*,2
CNC(=S)Nc1ccc([N+](=O)[O-])c(C)c1,1,5,-6,2.3,i,0.2,-0.2,-7,0,-15
Cc1cc(=O)oc2cc(OCC(=O)NCc3ccccn3)ccc12,1,-5,-4,1.1,i,-1.0,-0.8,7,2,-4
COc1ccc(NC(=O)CN2CCN(S(=O)(=O)c3cccs3)CC2)cc1Cl,5,-3,6,-0.8,i,-0.2,1.1,5,-2,4
Cc1cccc(C(=O)NC(=S)Nc2ccc(Cc3ccncc3)cc2)c1,3,-5,8,0.6,i,-0.7,1.3,-5,-1,21
Cc1ccc(S(=O)(=O)NNC(=O)C(=O)NNc2ccccn2)cc1,-4,-3,-1,1.2,i,-0.1,-0.2,3,2,-2
CSc1nnc(SCC(=O)Nc2ccc3[nH]c(=O)[nH]c3c2)s1,1,-1,2,-0.1,i,-0.1,-0.4,-5,2,-2
CCOc1nc(NC2CCCC2)nc(N2CCC(C)CC2)n1,-4,-1,3,0.1,i,-0.1,-0.7,-6,13,3
COc1ccc(NC(=O)Nc2cccnc2)cc1,-12,-1,0,0.2,i,0.5,0.2,-6,4,-5
COc1ccc(OC)c(NC(=O)CN(c2ccc(C)cc2)S(=O)(=O)c2c(C)n[nH]c2C)c1,0,0,7,-0.7,i,0.2,0.6,-10,-7,2
COc1cccc(NC(=O)Nc2ccc3nc(C)c(C)nc3c2)c1,4,5,-3,1.2,i,-0.5,1.2,-7,-9,9
CCCCCNC(=O)C1c2ccccc2Oc2ccccc21,-1,1,-4,0.1,i,-0.2,-0.4,-10,2,6
COc1cccc(NC(=O)C(C)N2C(=O)c3ccccc3S2(=O)=O)c1 (centres undefined),1,-10,0,-1.5,i,-0.4,-0.5,-4,6,6
COc1ccc(/C=N/Nc2nncc3ccccc23)c(OC)c1,-1,-2,-2,2.5,i,0.2,-0.5,-5,2,-13
C#CCNc1cc(C)nc2ncnn12,-1,2,2,-0.9,i,-0.5,-2.5,-1,-1,2
Cc1ccc(C(CCNC(C)c2cccs2)c2ccco2)cc1 (centres undefined),7,2,-7,-1.5,i,0.4,0.2,0,2,-3
O=C1CNC(=O)/C1=C\N1CCN(C(c2ccccc2)c2ccccc2)CC1,1,2,5,0.6,i,-0.3,-2.8,55*,-6,0
COCOCCn1cc(CN2CCS(=O)(=O)N(Cc3ccc(-c4ccncc4)cc3)C(C(C)C)C2=O)nn1 (centres undefined),-1,1,0,0.5,i,-0.6,-0.6,.,2,2
CC1(C)C(c2ccccc2)=[N+]([O-])CN1O,-2,-2,-1,1.8,i,0.0,0.3,-4,3,4
Cc1ccc(C2Nc3ccccc3NC3=C2C(=O)OC(C)C3)cc1 (centres undefined),-4,-2,-3,2.3,i,-0.8,0.6,-6,7,2
CC(C)Cc1nc(SCC(=O)N2CCCC2)c2c(=O)n(C)c(=O)n(C)c2n1,4,-1,3,8.0*,i,-1.0,-0.1,-5,0,-6
CCOC(=O)CCc1n[nH]c(=O)[nH]c1=O,-3,1,-7,-0.5,i,-1.2,-0.7,-2,-2,-2
CC(=O)COc1ccc2c(C)c(C)c(=O)oc2c1,-1,-2,2,0.1,i,-1.6,-0.1,9,4,-5
CC(C)Cn1c(N)c(C(=O)COC(=O)C2Cc3ccccc3CN2S(C)(=O)=O)c(=O)n(C)c1=O (centres undefined),-8,2,12,-0.2,i,-0.5,1.8,22,14,4
COC(=O)C1=CN(CCOC23CC4CC(CC(C4)C2)C3)C=C(C(=O)OC)C1c1ccsc1,-1,3,-8,1.8,i,-0.8,2.2,-10,-4,3

# Full records from above. Values in the order: CSN inh	STEP inh	NadD block	MsrA inh	Rpn11 inh	TbMetRS inhib	LMPTP inh	Scp1 inh	DNMT1 block	SUMO1-SIM PPI
# `COc1cccc(NC(=O)Nc2ccc3nc(C)c(C)nc3c2)c1` across the screens: 4	5	-3	1.2	i	-0.5	1.2	-7	-9	9
# `CCOC(=O)CCc1n[nH]c(=O)[nH]c1=O` across the screens: -3	1	-7	-0.5	i	-1.2	-0.7	-2	-2	-2
# `Cc1ccc(C2Nc3ccccc3NC3=C2C(=O)OC(C)C3)cc1` (centres undefined) across the screens: -4	-2	-3	2.3	i	-0.8	0.6	-6	7	2
